Shiga toxin inh = Shiga toxin inhibition; inhibition, % at 38.7 µM; 290,000 compounds, 9.2% hits; Vero cells, Shiga toxin protein synthesis inhibition reporter; in the data active = inhibition mostly above about 28%, no sharp cut-off; inactive = mostly below about 43%; also: 0% is about no effect
AMA1 RON2 block = AMA1-RON2 (P. falciparum) interaction inhibition; AlphaScreen AMA1-biotinylated RON2 peptide binding; 360,000 compounds, 0.2% hits; AID 720542; Potency, µM (series often up to 58.2 µM), for the others: at the highest dose activity change, negative = inhibition, hits mostly inhibitors;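 also: potency is read from the fitted curve at half-maximal effect; 0% = vehicle wells and -100% = peptide control; nearly all actives have a fitted effect of over 45% in size; some results filed as inactive show a strong effect at the top dose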
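AMA1 (3D7) with his tag at 25 nM final met compounds first, then biotinylated RON2 peptide at 25 nM; detection used donor plus acceptor beads, 10 µg/mL apiece, read by AlphaScreen after 30 min at room temperature.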
AmpC no deterg = inhibitors of E. coli AmpC beta-lactamase without detergent | AmpC nitrocefin hydrolysis, absorbance 480 nm, 0.0001% Triton | Potency, µM (titrated, usually from 57.1 µM), for inactives: top-dose activity change, negative = inhibition, actives largely listed as inhibitors | 330,000 compounds, 0.52% hits;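 also: potency is read from the fitted curve at half-maximal effect; plate controls were no compound for no effect and no enzyme for full effect; nearly all actives have a fitted effect of over 20% in size; some results filed as inactive show a strong effect at the top dose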
Target sequence (P00811 whole entry, looked up): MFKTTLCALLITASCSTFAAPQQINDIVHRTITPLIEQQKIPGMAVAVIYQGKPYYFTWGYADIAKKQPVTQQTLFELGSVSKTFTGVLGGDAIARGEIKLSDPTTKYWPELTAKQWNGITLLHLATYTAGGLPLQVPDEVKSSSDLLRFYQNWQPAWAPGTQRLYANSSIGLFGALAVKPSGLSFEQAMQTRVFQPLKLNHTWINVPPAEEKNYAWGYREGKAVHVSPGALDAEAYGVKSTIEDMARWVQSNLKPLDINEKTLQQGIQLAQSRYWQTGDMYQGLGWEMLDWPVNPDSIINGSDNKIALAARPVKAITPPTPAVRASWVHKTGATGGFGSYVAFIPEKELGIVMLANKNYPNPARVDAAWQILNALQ
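20 mM phosphate pH 7.0 + 0.01% (detergent screen) or 0.0001% Triton X-100; 5.3 nM AmpC reagent; cpd preinc 15 min RT; nitrocefin (800 uM stock) to start; A480 q20 s × 4 min; Activity was normalised to no-enzyme and no-compound control wells.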
Giardia FBPA inh = blocks Giardia fructose-bisphosphate aldolase activity; A8B2U2; purified Giardia FBPA; Potency, µM (doses to about 59.6 µM), inactives show at the top dose activity, negative = inhibition, actives largely listed as inhibitors; 290,000 compounds, 0.71% hits; AID 2451; also: potency is read from the fitted curve at half-maximal effect; % is scaled to controls: 0 for no effect and ±100 for the full control effect; nearly all actives have a fitted effect of over 55% in size
Target sequence (A8B2U2 whole entry, looked up): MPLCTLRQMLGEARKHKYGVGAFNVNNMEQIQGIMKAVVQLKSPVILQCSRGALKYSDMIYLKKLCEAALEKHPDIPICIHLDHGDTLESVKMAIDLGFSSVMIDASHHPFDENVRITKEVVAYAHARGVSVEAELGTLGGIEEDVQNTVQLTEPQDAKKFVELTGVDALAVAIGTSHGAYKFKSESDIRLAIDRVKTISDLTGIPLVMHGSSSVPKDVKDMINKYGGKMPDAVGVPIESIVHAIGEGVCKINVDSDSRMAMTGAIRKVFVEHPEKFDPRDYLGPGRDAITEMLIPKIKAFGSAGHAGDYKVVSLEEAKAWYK
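40 nM FBPA preincubated 10 min at RT with compound (up to 57.5 uM final), then substrate plus GAPDH/TPI/NAD/arsenate coupling and diaphorase/resazurin added. Fluorescence read after 20 min at RT, 525/598 nm.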
HCMV inh = human cytomegalovirus inhibition; AID 1259415; HFF cells, HCMV-luciferase reporter, 72 h; hits give low values; activity change, negative = inhibition, % at 57.5 µM; 410,000 compounds, 4.5% hits; in the data active = activity change below about -60%; inconclusive = no clear call, values can overlap the other calls; inactive = above about -39%; also: % is scaled to controls: 0 for no effect and ±100 for the full control effect
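Cell-based, HFFs, 1000 cells/well, 16 h 37C; cpds in DMSO + HCMV-luc, MOI 1 PFU/cell; 72 h 37C; OneGlo luminescence after 5 min RT; norm. to buffer vs Salinomycin 10uM.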
CHX counter = affects cycloheximide protein synthesis inhibition readout, counter-screen | max response, % | cell reporter, cycloheximide protein synthesis inhibition counterscreen | AID 2314 | 300,000 compounds, 12% hits; in the data active = max response mostly above about 13%, no sharp cut-off; inactive = mostly below about 14%; also: read at 38.3 µM for the half of the compounds with a filed dose; 0% is about no effect
AmpC detergent = blocks E. coli AmpC beta-lactamase in detergent assay. P00811. 370,000 compounds, 0.041% hits. Potency, µM (top dose mostly 114 µM), inactives show at the highest dose activity change, negative = inhibition, usual class: inhibitors. AmpC hydrolysis of nitrocefin, absorbance 480 nm, 0.01% Triton;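 also: potency is read from the fitted curve at half-maximal effect; 0% = no-compound wells and -100% = no-enzyme wells; nearly all actives have a fitted effect of over 25% in size; some results filed as inactive show a strong effect at the top dose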
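AmpC (5.3 nM in the dispensed reagent) in 20 mM phosphate pH 7.0 with 0.01% (detergent screen) or 0.0001% Triton X-100 was preincubated with compounds for 15 min at room temperature. Nitrocefin was then added from an 800 uM solution, and hydrolysis was followed at 480 nm.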
* = called active by the depositor; ? = inconclusive; · = no result given; & = joins results of further samples; [ ] = remark or other dose. Unless noted, calls follow the shape of the dose curve; as a rule, active = well fitted curve in the direction sought with a large enough effect; inconclusive = small, poorly fitted or top-dose-only effect, or another doubt; inactive = no such curve, though single readings can be large; an effect the other way counts as inactive or inconclusive.

SMILES | Shiga toxin inh | AMA1 RON2 block | AmpC no deterg | Giardia FBPA inh | HCMV inh | CHX counter | AmpC detergent
C=CCn1c(-c2cccc(S(=O)(=O)N3CCOCC3)c2)n[nH]c1=S | · | 60%[activator] | -15% | · | -17 | · | ?
NC(=O)c1ccc(NC(=O)c2ccc3c(c2)OCO3)cc1 | 112 | -1% | -8% | 1% | 102 | 37* | 0%
O=C(NCCN1CCOCC1)c1noc2c1CCc1ccccc1-2 | 71* | 5% | 1% | -15% | 81 | 49* | -6%
CC[C@@H](C)[C@@H](CO[C@@H](Cc1ccccc1)C(=O)N[C@@H](CCS(C)(=O)=O)C(=O)OC(C)C)NC[C@@H](N)CS | -7 | · | · | -16% | · | 12 | ·
CC(C)(C)OC(=O)N1CCC[C@@H]1C(=O)N1CCC(C(=O)O)CC1 | -3 | 4% | -2% | 3% | 14 | -1 | -8%
CCOc1cc(/C=C(\C#N)C(=O)NCC2CCCO2)ccc1O (stereo unspecified) | -5 | 7% | -14% | -11% | -10&1 | 1 | 15%&-9%
CC(C)c1ccccc1OCCNC(=S)NC(=O)c1cccnc1 | -10 | 21% | 16% | -27% | 17 | 1 | 1%
COc1ccc(Nc2nc3ccccc3nc2NS(=O)(=O)c2cccs2)cc1 | -4 | ? | -37% | 9% | ? | -3 | -2%
CC(=O)N1CCN(c2ccc(NC(=O)c3ccccc3Cl)cc2)CC1 | 3 | -2% | -14% | 1% | 33 | -1 | -15%
Cc1cc(C)nc(SCc2ccc(C(=O)N/N=C/c3cccc(O)c3O)cc2)n1 | -60 | 29% | -45% | ? | -99* | 17* | -13%
O=C1C(Cl)=C(N2CCN(c3ccccc3[N+](=O)[O-])CC2)C(=O)c2ccccc21 | 13 | ? | -50% | ? | ? | -4 | -13%
O=C(CSc1nnnn1-c1ccccc1)NCC1(N2CCOCC2)CCCCC1 | · | -6% | -2% | · | -16 | · | -5%
CCCCn1c(N)c(N(Cc2ccccc2OC)C(=O)c2cc(CC)c(C)s2)c(=O)[nH]c1=O | · | 0%[11.6 µM] | -37% | · | -11 | · | ?
CN(C)c1nc(N)nc(CSc2n[nH]c(-c3ccccc3)n2)n1 | 3 | -8% | -8% | -11% | 33 | 15 | ?
Cc1ccccc1Cn1nc(C)c(NC(=O)c2sc3ccccc3c2Cl)c1C | -5 | -12% | 9% | -7% | -30 | -6 | -7%
O=C(NCc1cccnc1)C12CC3CC(CC(C3)C1)C2 | 12 | 12% | -32% | 4% | ? | -4 | -7%
Cc1ccc(SCc2[nH]nc3c2C(c2ccc(C)o2)C(C#N)=C(N)O3)cc1 (stereo unspecified) | -5 | -12% | -47% | ? | -12 | -4 | 2%
CC(=O)Nc1ccc(C(=O)CSc2nnnn2C(C)C)cc1 | 81* | 16% | -15% | -13% | -19 | 21* | -20%
CCn1nc(NC(=O)C2CCCO2)c2cc3cccc(C)c3nc21 (stereo unspecified) | -21 | 69%[activator] | 65%[activator] | -4% | -17 | -1 | -4%
CCC1(c2ccc(OC)cc2)NC(=O)N(C)C1=O (stereo unspecified) | 12 | · | · | 2% | · | -8 | ·

Quoted at random: 3 entries already listed
SMILES | Shiga toxin inh | AMA1 RON2 block | AmpC no deterg | Giardia FBPA inh | HCMV inh | CHX counter | AmpC detergent
CCC1(c2ccc(OC)cc2)NC(=O)N(C)C1=O (stereo unspecified) | 12 | · | · | 2% | · | -8 | ·
Cc1ccc(SCc2[nH]nc3c2C(c2ccc(C)o2)C(C#N)=C(N)O3)cc1 (stereo unspecified) | -5 | -12% | -47% | ? | -12 | -4 | 2%
O=C(CSc1nnnn1-c1ccccc1)NCC1(N2CCOCC2)CCCCC1 | · | -6% | -2% | · | -16 | · | -5%

The list continues:
SMILES | Shiga toxin inh | AMA1 RON2 block | AmpC no deterg | Giardia FBPA inh | HCMV inh | CHX counter | AmpC detergent
O=C(c1ccccc1Oc1ccccc1)N1CCN(c2ccc(F)cc2)CC1 | -13 | 4% | 36% | 13% | · | -3 | 6%
CCOc1ccc(/C=C/c2c([N+](=O)[O-])c(=O)n(C)c(=O)n2C)cc1 | -14 | -8% | 4% | 2% | -75* | -1 | -2%
COCCCNC(=O)CCn1c(=O)c2ccccc2n(CC(=O)Nc2cc(Cl)ccc2C)c1=O | -4 | 0% | -22% | 1% | 6 | -5 | -17%
CCNc1nc(NCC)nc(N/N=C/c2ccc(OC)cc2)n1 | 2 | 79%[activator] | -31% | 7% | -27 | 6 | -9%
CCN(CC)S(=O)(=O)c1ccc2[nH]c(=O)cc(C(=O)NCc3ccccc3)c2c1 | -2 | 1% | -8% | -13% | 1 | -4 | -13%
COc1ccc(NC(=O)Cn2nnc(C(=O)NCc3ccccc3)c2N)cc1Cl | -8 | 0% | -44% | 1% | 30 | 1 | -2%
CC1CCN(c2ccc(C(=O)Nc3nnc(C4CC4)s3)cc2[N+](=O)[O-])CC1 | 1 | 0% | -25% | 9% | ? | -3 | -8%
COC(=O)c1cc(NCc2ccccc2F)ccc1N1CCOCC1 | -2 | 9% | 50% | -15% | -12 | -5 | ?
COc1ccc(-c2nnc(SCC(=O)NC3CCCCC3)n2N)cc1 | · | -7% | -30% | · | -28 | · | -18%
O=C(Oc1ccc(Cl)c2cccnc12)c1cccc([N+](=O)[O-])c1 | -12 | -3% | -51% | -17% | 44 | 1 | ?
COC(=O)COc1ccc(/C=N/NC(=O)CN(c2ccccc2OC)S(=O)(=O)c2ccccc2)cc1 | 7 | 1% | -14% | 4% | -100* | 2 | 0%
Cc1cc(C)n(-c2ccc([N+](=O)[O-])cc2)n1 | -4 | 5% | -13% | 1% | ? | -2 | ?
CC(/C=N/NC(=O)c1ccccc1F)c1ccccc1 (stereo unspecified) | 165* | 10% | -24% | 3% | 4 | 30* | -11%
Cc1cc(C)c2c(c1)-c1cc(C)nn1C(c1cccnc1)N2 (stereo unspecified) | -3 | -7% | 119%[activator] | 1% | 18 | -4 | 1%
CSc1ccc(C(=O)C2CCCN(C(=O)c3cc4cc(F)ccc4[nH]3)C2)cc1 (stereo unspecified) | -7 | 6% | -3% | -2% | 36 | 11 | 4%
C=CCOc1cccc(C(=O)N2CCCC(CNS(=O)(=O)c3cccs3)C2)c1 (stereo unspecified) | -5 | 19% | -1% | 8% | -12 | -2 | 0%
CCN(CC)C(=O)CCc1nnc(CCc2c[nH]c3ccccc23)o1 | 8 | -3% | 18% | 6% | -17 | -2 | 11%
COc1ccc2c(c1)c1nc3ccccc3nc1n2Cc1ccc(OC)c(OC)c1 | 13 | 41%[activator] | 3% | -3% | -9 | -3 | -9%
CCCC1CCC(c2ccc(C(N)=O)cc2)CC1 (stereo unspecified) | -7 | 6% | -6% | · | -7 | -3 | ?
COCCN(CC(=O)Nc1ccccc1C(F)(F)F)C(=O)/C=C/c1ccc2ccccc2n1 | · | -1% | 16% | · | 6 | · | -11%
O=C(CCN1C(=O)c2ccccc2C1=O)NC(=S)Nc1ccccc1 | -6 | 9% | -22% | -2% | ? | -1 | -5%
COC(=O)CCC(=O)NN1C(=O)c2ccccc2C1=O | -2 | -3% | -15% | 1% | -68* | -3 | 5%
CC(C)CC(NC(=O)OC(C)(C)C)c1cn([C@@H](Cc2cc3ccccc3[nH]2)C(=O)N2CCN(C(=O)OC(C)(C)C)CC2)nn1 (stereo partly specified) | -14 | -12% | 165%[activator] | -6% | -1 | -3 | 11%
O=[N+]([O-])c1ccc(-c2cnc[nH]2)cc1 | 53* | 0% | -13% | 1% | 16 | 26* | -9%
CC1CCN(c2nnc(N)s2)CC1 | 67 | 3% | -20% | 4% | 24 | 38 | ?
CCOC(=O)CNC(=O)CSc1nc2ncc(Br)cc2[nH]1 | 3 | -4% | -5% | -26% | -3 | 7 | 0%
COc1ccc(Cl)cc1NC(=O)CN(C)C(=O)Cc1n[nH]c(=O)c2ccccc12 | · | -4% | 23% | · | -12 | · | -1%
COc1ccc(N2CCN(c3oc(COc4ccc(Cl)cc4Cl)nc3C#N)CC2)cc1 | 6 | 25µM* | -19% | 1% | ? | 10 | ?
COc1cccc(NC(=O)C(=O)NCc2ccncc2)c1 | 78* | ? | -9% | 4% | 64 | 29* | -9%
CCOC(=O)C/C(C)=N/NC(=O)c1cccs1 | 71* | 59%[activator] | -47% | -5% | -31 | 22* | -4%
Cc1cc(C)nc(/N=C2\NC(=O)CC(C(=O)O)N2c2ccc(Oc3ccccc3)cc2)n1 (stereo unspecified) | -14 | 4% | -12% | -13% | 12 | -2 | ?
CCCNC(=O)CN(Cc1ccco1)S(=O)(=O)c1ccc(OCC)cc1 | -9 | 0% | 1% | 7% | -2 | -3 | -4%
CC(=O)Nc1ccc2nc(-c3cccnc3)[nH]c2c1 | 19 | 3% | -22% | -3% | -3 | 10 | ?
CCCCn1c(N)c(N(CCC(C)C)C(=O)COC(=O)c2ccco2)c(=O)[nH]c1=O | -12 | 8% | -8% | 0% | -7 | -3 | ?
CCOc1cccc(/C=C/c2cc(C(=O)O)c3ccccc3n2)c1OC | 20 | 0% | -20% | -13% | 18 | 8 | 2%
O=C(N/N=C/c1cccc(OC(=O)c2ccccc2Cl)c1)c1cccnc1 | 49* | -8% | -1% | 0% | ? | 25* | -21%
O=C(CSc1nccc(-c2cccs2)n1)Nc1cccc(Cl)c1Cl | 16 | -2% | -25% | -1% | 15 | -2 | 6%
COc1ccc(-c2cc(=NC(CC(C)C)C(=O)O)c3cc(C)ccc3o2)cc1 (stereo unspecified) | 100* | 29% | -6% | 0% | 62 | 30* | -1%
Cc1sc2nc(SCc3ccc(C(=O)O)cc3)n(Cc3ccco3)c(=O)c2c1C | 23 | -5% | -58% | 26% | 0 | 14 | -3%
C[C@H](CO)N1C[C@H](C)[C@@H](CN(C)C(=O)Nc2ccc(C(F)(F)F)cc2)Oc2c(NS(=O)(=O)c3cccs3)cccc2C1=O | · | -4% | 205%[activator] | · | 56 | · | ·
O=C(OCc1nnc(-c2ccccc2)o1)c1ccc(Cl)cc1 | -1 | 20% | 4% | -2% | -34 | -1 | 5%
COc1ccccc1C(c1nnnn1C(C)(C)C)N1CCCCCC1 (stereo unspecified) | -5 | 0% | 56% | -8% | 4 | 2 | -14%
O=C(CCCn1c(=O)[nH]c2cc(Cl)ccc2c1=O)NCCCN1CCCC1 | -19 | -10% | -6% | ? | 9 | -3 | 6%

Some of these compounds in order of heavy-atom count, highest first.
SMILES | Shiga toxin inh | AMA1 RON2 block | AmpC no deterg | Giardia FBPA inh | HCMV inh | CHX counter | AmpC detergent
COc1ccc(-c2cc(=NC(CC(C)C)C(=O)O)c3cc(C)ccc3o2)cc1 (stereo unspecified) | 100* | 29% | -6% | 0% | 62 | 30* | -1%
CCOc1cccc(/C=C/c2cc(C(=O)O)c3ccccc3n2)c1OC | 20 | 0% | -20% | -13% | 18 | 8 | 2%
O=C(CCN1C(=O)c2ccccc2C1=O)NC(=S)Nc1ccccc1 | -6 | 9% | -22% | -2% | ? | -1 | -5%

From PubChem BioAssay
